Compound activity deposited in PubChem by several laboratories.
human PMI inhibitors – human PMI inhibitors, high substrate, primary screen, biochemical, fluorescence intensity, high mannose 6-phosphate (AID 1220). recombinant PMI enzyme, coupled fluorescence intensity; higher % means a stronger effect. inhibition, % at 20 µM; hits with a dose series show IC50 in µM. 0.66% of 190,000 active
human PMI inhibition – MPI enzyme activity inhibition – biochemical, fluorescence intensity, coupled assay, primary screen (AID 1209) | 0.42% of 190,000 active | purified PMI enzyme, coupled fluorescence intensity; higher % means a stronger effect | inhibition, % at 20 µM, or IC50 in µM where a hit was titrated;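 note: plate controls were DMSO vehicle for no effect and wells lacking substrate for full effect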
RSV antiviral HEp-2 – RSV antiviral activity via CPE protection, HEp-2 cells, primary 10 µM value included (AID 2391); CPE inhibition, % at 10 µM, or IC50 in µM where a hit was titrated; HEp-2 cells, RSV-induced CPE inhibition; higher % means a stronger effect; 0.13% of 310,000 active; in the data active = a potency from the dose series; note: strong numbers were not always called active
West Nile antiviral – inhibition of WNV-induced cytopathic effect – cell-based, CPE readout (AID 1621). West Nile virus-infected cells, CPE inhibition; higher % means a stronger effect. 0.02% of 290,000 active. CPE inhibition, % at 10 µM; hits with a dose series show IC50 in µM; in the data active = a potency from the dose series; note: strong numbers were not always called active
CSM14.1 death rescue – rescue of cells from ER stress-induced death, primary screen, 384-well, CSM14.1, thapsigargin, ATP luminescence (AID 1222). CSM14.1 thapsigargin-induced death rescue, ATP luminescence; higher % means a stronger effect. 190,000 tested, under 10 active. cellular ATP content (survival), % at 20 µM; hits with a dose series show EC50 in µM;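 active = EC50 below 50 µM in the dose-response confirmation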;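 note: death triggered by thapsigargin at about 15 µM added after 2 h compound pretreatment; cell ATP read after overnight thapsigargin exposure of roughly 18 to 22 hours; normalized against plate controls of thapsigargin alone and 5% DMSO vehicle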
Salmonella PhoP GFP – PhoP-dependent GFP reporter repression – Salmonella Typhimurium, primary screen (AID 1863); 0.16% of 300,000 active; inhibition, % at 50 µM; hits with a dose series show IC50 in µM; S. Typhimurium PhoP-regulated promoter GFP reporter, 4 h; higher % means a stronger effect;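 active = inhibition over 29.93%, a cutoff 3 SD above the screen mean, later confirmed by dose response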;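 note: 0% = low Mg2+ inducing control and 100% = high Mg2+ repressing control; strong numbers were not always called active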
TNAP activators – human TNAP enzyme activators, primary screen, biochemical, luminescent, no phosphate acceptor, uHTS (AID 1001); one-dose activation fold at 20 µM; EC50 in µM for titrated hits; purified TNAP, luminescent activation assay, no phosphate acceptor; higher activation fold means a stronger effect; 0.03% of 200,000 active; in the data active = activation fold from about 3, or a potency from the dose series; inactive = the rest, 99 in 100 with activation fold below about 1.6; note: many of its hits are not listed in these tables
Ins promoter up – MIN6 insulin promoter up-regulation. MIN6 insulin promoter-GFP reporter, high-content imaging; hits give high values. z-score at 5 µM. 0.3% of 190,000 active. AID 1625;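 active = z-score above 3 at 5 µM with at least 500 cells counted in the well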
SV40 large T antigen – SV40 large T antigen inhibitors, biochemical (AID 1903); SV40 large T antigen ATPase/helicase inhibition assay; higher % means a stronger effect; inhibition, % at 20 µM, or IC50 in µM where a hit was titrated; 0.39% of 310,000 active; in the data active = a potency from the dose series; note: strong numbers were not always called active
Ins promoter up cell count – further read-out of Ins promoter up, marked with its call; cell count; measured here: cytotoxicity, nuclei count;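 total cells summed across four imaged fields per well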
An asterisk follows results filed as active; . = not tested or not shown. Cut-off read from the data, not from the text of the source, unless noted: active = inhibition above about 50%; inactive = the rest.

SMILES	human PMI inhibitors	human PMI inhibition	RSV antiviral HEp-2	West Nile antiviral	CSM14.1 death rescue	Salmonella PhoP GFP	TNAP activators	Ins promoter up	Ins promoter up cell count	SV40 large T antigen
CCOc1ccc2nc(NC(=O)CSc3cn[nH]n3)sc2c1	.	.	7.0%	0.5%	.	10%	.	.	.	-1%
COc1cc(/C=N/N=C2/C(=O)Nc3ccccc32)cc(OC)c1O	39%	23%	21%	-0.6%	-0.6%	-1%	0.5	-0.37	1230	12µM*
CCOC(=O)C(C)(C)N(Cc1cccc(C)c1)S(=O)(=O)c1ccc(Cl)c([N+](=O)[O-])c1	6%	12%	5.7%	-1.1%	-3.0%	28%	1.2	0.18	1419	11%
COc1cc(-c2noc(C)c2C#CC2(N)CCCCC2)cc(OC)c1OC	.	.	-2.8%	-0.5%	.	-6%	.	.	.	18%
COc1ccccc1CNC(=O)COC(=O)/C=C/c1cccs1	8%	2%	3.3%	-0.8%	-2.1%	2%	1.1	0.74	1308	5%
Cc1cc(C(=O)Nc2ccc(F)cc2C)n(-c2ccccc2)n1	.	.	1.6%	0.1%	.	0%	.	.	.	10%
COc1ccc(N=C/C=C2\C=C(c3ccccc3)OC(C)(C)O2)cc1	31%	-12%	2.0%	1.0%	-4.5%	3%	1	.	.	36%
CC1CC(C)CN(C(=O)c2ccncc2)C1 (centres undefined)	7%	11%	1.9%	-0.2%	-4.8%	-8%	1.2	.	.	13%
O=C(O)c1cccnc1SCc1cn2cc(Cl)ccc2n1	.	.	4.8%	0.2%	.	-10%	.	0.36	1518	10%
Cc1ccccc1C(=O)c1cccn1CC(=O)NCCCN1CCCCC1	.	.	4.8%	-0.5%	.	1%	.	.	.	6%
CCC(C)N1C(=O)CCC1C(=O)N1CCN(c2ccccc2F)CC1 (centres undefined)	-1%	1%	0.9%	-0.4%	-1.5%	3%	1.1	0.01	1463	-6%
COc1ccc(N2C(=O)CSC2c2ccc3c(c2)OCO3)c(OC)c1 (centres undefined)	-2%	2%	0.7%	-0.3%	-1.6%	-3%	1.1	0.06	1228	-3%
COC(=O)C1=CN(c2cc(C)cc(C)c2)C=C(C(=O)OC)C1c1ccc(OC)c(O)c1	.	.	17%	-0.2%	.	10%	.	.	.	18%
Cc1cc(NS(=O)(=O)c2ccc(NC(=O)c3ccc([N+](=O)[O-])c(Cl)c3)cc2)no1	.	.	-0.3%	0.1%	.	-9%	.	.	.	2%
Cc1csc(NC(=O)c2sc3nc(-c4cccs4)ccc3c2N)n1	-81%	-38%	2.9%	0.2%	-0.5%	-23%	1	.	.	27%
Cc1nc(-c2cn[nH]c2-c2ccc(O)cc2O)cs1	-2%	-1%	1.2%	-0.7%	-1.8%	4%	1	-0.13	1155	35%
CC(NCc1cc(Br)ccc1OCC(=O)NCc1ccccc1)c1ccccc1 (centres undefined)	6%	7%	6.6%	0.0%	-2.3%	6%	1.1	-2.5	975	-2%
O=C(CN(Cc1ccc(F)cc1)C(=O)c1ccco1)NCc1ccc(F)cc1	7%	8%	-0.1%	-0.8%	-2.8%	-4%	1.1	-0.86	1823	1%
Cc1ccccc1C(=O)N1CCN(c2ccc([N+](=O)[O-])c(N3CCOCC3)c2)CC1	15%	4%	1.6%	1.6%	-1.6%	-9%	0.9	0.01	1620	7%
N#C/C(=C\c1c(F)cccc1Cl)C(=O)NC1CC1	.	.	2.2%	-0.8%	.	2%	.	.	.	25%
CCOC(=O)N1CCN(C(=O)/C=C/c2ccc([N+](=O)[O-])cc2)CC1	-10%	-3%	3.5%	0.5%	-1.1%	13%	1.1	0.92	1594	-6%
Cc1ccc(C)c(S(=O)(=O)Nc2ccc(C(=O)NCCCN3CCCC3=O)cc2)c1	.	.	1.6%	-0.1%	.	-3%	.	.	.	8%
Cc1cc(C)c(S(=O)(=O)Nc2ccc(O)cc2)c(C)c1	18%	19%	1.2%	-1.2%	1.0%	5%	1	0.23	956	29%
CCn1c(=O)c2c(nc(SCC(=O)N3CCCC(C)C3)n2C)n(C)c1=O (centres undefined)	.	.	0.7%	0.3%	.	-2%	.	.	.	31%
Cc1ccc(NC(=O)C(=S)NCc2ccco2)cc1	-5%	0%	1.0%	0.3%	8.2%	0%	1.3	-0.49	1699	6%
SMILES	human PMI inhibitors	human PMI inhibition	RSV antiviral HEp-2	West Nile antiviral	CSM14.1 death rescue	Salmonella PhoP GFP	TNAP activators	Ins promoter up	Ins promoter up cell count	SV40 large T antigen
COc1ccc(/C=C/C(=O)c2ccc(OC)cc2OC)c(OC)c1	9%	18%	.	1.6%	4.2%	0%	1	0.42	1377	4%
COc1ccc(N2CCCn3c2nc2c3c(=O)n(Cc3ccc(C)cc3)c(=O)n2C)c(OC)c1	42%	20%	0.3%	0.0%	-3.3%	20%	1	0.06	1216	5%
COc1ccccc1NC(=O)NC1(C(=O)N2CCN(C)CC2)CCCCC1	.	.	0.1%	0.1%	.	1%	.	.	.	3%
CCCCOC(=O)C1=C(C)NC(=O)NC1c1ccc(N(C)C)cc1 (centres undefined)	.	.	2.6%	-0.7%	.	12%	.	.	.	5%
CN(C)CCNC(=O)/C=N/O	3%	2%	0.7%	0.5%	1.7%	2%	1.1	-0.08	1469	21%
CC(C)(C)c1cc(NC(=O)COc2ccc(Br)cc2)n(-c2ccccc2)n1	4%	6%	16%	-0.3%	-0.3%	6%	1.2	.	.	7%
CCN(Cc1cnn(C)c1)Cc1nc(C2(c3ccc(C)cc3)CCCC2)no1	-8%	5%	1.1%	-0.9%	3.1%	-1%	1	-0.7	1445	3%
CC(C)(O)C1Cc2cc(/C=C/C(=O)O)c(O)cc2O1 (centres undefined)	8.6µM*	94%*	.	-0.2%	1.7%	-1%	1.1	.	.	38µM*
OC12CC3C[C@H](C1)C(N1CCOCC1)[C@@H](C3)C2 (some centres undefined)	.	.	0.8%	0.7%	.	-8%	.	.	.	2%
COc1cccc(C2C3=C(N=c4s/c(=C\c5ccccc5O)c(=O)n42)c2ccccc2CC3)c1OC (centres undefined)	-6%	-2%	0.6%	0.2%	-1.0%	2%	1	.	.	2%
Cc1ccsc1C(=O)Nc1cc(C(C)(C)C)nn1-c1ccccc1	4%	7%	2.0%	-0.1%	-3.1%	0%	1	0.26	902	-1%
Nc1c(C(=O)Nc2ccc(Cl)c(Cl)c2)sc2nc(-c3cccnc3)ccc12	4%	12%	10%	-1.0%	0.8%	5%	1.1	0.08	1340	13%
CCCCCSc1nc(O)cc(=O)[nH]1	13%	16%	0.9%	0.1%	-3.2%	7%	1.1	1.2	1316	9%
Cc1cccc(Cn2cnc3c(NS(C)(=O)=O)c(C)c(C)cc32)c1	1%	9%	0.3%	0.2%	-1.2%	1%	1.1	-0.01	1541	3%
COc1ccc(-n2nc3c(N4CCC(C(=O)NCc5ccccc5)CC4)nnc(C)c3c2C)cc1	.	.	-0.1%	0.6%	.	-3%	.	.	.	3%
O=C(CSc1nnc(-c2ccccc2)c(-c2ccccc2)n1)NC1CCS(=O)(=O)C1 (centres undefined)	-9%	-4%	0.3%	-0.6%	-0.5%	0%	1.1	-0.13	1286	12%
CCOCCn1c(=NC(=O)CSCC(=O)Nc2cc(C)on2)sc2cc(OC)ccc21	.	.	-0.1%	-0.8%	.	-3%	.	.	.	-4%
COc1ccccc1C(=O)NCC(=O)NC(C)CCc1ccccc1 (centres undefined)	.	.	0.9%	-0.7%	.	-5%	.	.	.	11%
COC(=O)C1=C(C(=O)OC)[C@@H]2N(Cc3ccccc3)c3ccccc3[C@@]23C[C@@H](C(=O)OC)N(C(=O)CC(C)C)C3=N1	.	.	-1.7%	-0.5%	.	4%	.	-0.47	880	4%
C[C@H](NC(CCc1ccccc1)C(=O)O)C(=O)N1CCC[C@H]1C(=O)O (some centres undefined)	.	.	2.3%	0.2%	.	3%	.	.	.	13%
COc1ccc2c(CC(=O)N[C@@H](Cc3c[nH]c4ccccc34)C(=O)O)cc(=O)oc2c1	.	.	1.0%	-0.4%	.	-4%	.	.	.	3%
CCCCOc1cc(C)nc(NCc2ccccc2)n1	20%	11%	-2.6%	0.4%	1.7%	-7%	1	.	.	9%
COc1cccc(-n2c(SCC(=O)NC(C)(C)C)nnc2-c2ccoc2C)c1	5%	2%	3.4%	0.6%	8.9%	5%	1.1	0.04	1159	-2%
CCc1ccc(/C=N\NC(=O)c2ccc(Br)o2)s1	5%	-3%	10.0%	-0.5%	-2.4%	6%	1	0.74	1160	5%
COc1cccc2cc(C(=O)NCCc3c[nH]c4ccccc34)c(=O)oc12	13%	15%	1.3%	0.5%	8.2%	-7%	1	-0.05	1455	24%
SMILES	human PMI inhibitors	human PMI inhibition	RSV antiviral HEp-2	West Nile antiviral	CSM14.1 death rescue	Salmonella PhoP GFP	TNAP activators	Ins promoter up	Ins promoter up cell count	SV40 large T antigen
COc1cc(CNc2nnnn2C)ccc1OCc1ccc(F)cc1Cl	2%	8%	2.6%	-0.7%	-2.0%	-7%	1.1	-0.54	1507	21%
O=C(OCc1ccccc1)N1CCOCCN(C(=O)OCc2ccccc2)CCOCC1	6%	2%	3.8%	-0.3%	11%	-5%	1	-0.12	1725	0%
O=C(Nc1cccnc1)C1OCCc2ccccc21 (centres undefined)	-6%	-3%	1.1%	-0.2%	0.6%	-9%	1	.	.	10%
COc1cccc(N2CCN(S(=O)(=O)c3cn(C)cn3)CC2)c1	.	.	-0.4%	0.6%	.	6%	.	.	.	-4%
COc1ccccc1N1CCN(C(=O)c2cn(-c3ccccc3)nc2-c2cccnc2)CC1	-3%	11%	0.3%	1.6%	0.9%	-4%	1.1	-0.34	882	3%
Cc1cccc(C)c1NC(=O)NC1(C(=O)N2CCCC2)CCCCC1	.	.	1.0%	-0.4%	.	5%	.	.	.	2%
COCCN(C(=O)CCC(=O)Nc1nccs1)C(C(=O)NC(C)(C)C)c1ccc(Cl)cc1 (centres undefined)	-6%	-3%	-1.8%	-1.2%	-0.1%	4%	1	-0.34	1579	23%
CCc1ccc(NC(=O)N(Cc2ccco2)C(C)c2cccs2)cc1 (centres undefined)	10%	12%	-1.2%	-0.7%	-0.3%	-7%	1.1	-1	991	3%
O=C(CN1CCN(c2ccc(O)cc2)CC1)Nc1cc(S(=O)(=O)N2CCOCC2)ccc1Cl	48%	18%	2.1%	0.0%	5.9%	4%	1.1	-0.91	1136	17µM*
O=C(N/N=C/c1ccc(Sc2ccccn2)o1)c1cc2ccccc2cc1O	15%	27%	7.7%	-0.1%	-0.1%	36%	1	0.16	1659	6%
COc1ccc(CCNC(=O)COC(=O)c2ccco2)cc1OC	-8%	0%	2.3%	0.1%	-1.6%	8%	1.1	0.16	1213	-3%

Five records picked at random from those above:
SMILES	human PMI inhibitors	human PMI inhibition	RSV antiviral HEp-2	West Nile antiviral	CSM14.1 death rescue	Salmonella PhoP GFP	TNAP activators	Ins promoter up	Ins promoter up cell count	SV40 large T antigen
COc1cc(CNc2nnnn2C)ccc1OCc1ccc(F)cc1Cl	2%	8%	2.6%	-0.7%	-2.0%	-7%	1.1	-0.54	1507	21%
O=C(OCc1ccccc1)N1CCOCCN(C(=O)OCc2ccccc2)CCOCC1	6%	2%	3.8%	-0.3%	11%	-5%	1	-0.12	1725	0%
COc1ccc(CCNC(=O)COC(=O)c2ccco2)cc1OC	-8%	0%	2.3%	0.1%	-1.6%	8%	1.1	0.16	1213	-3%
Cc1cccc(C)c1NC(=O)NC1(C(=O)N2CCCC2)CCCCC1	.	.	1.0%	-0.4%	.	5%	.	.	.	2%
O=C(Nc1cccnc1)C1OCCc2ccccc21 (centres undefined)	-6%	-3%	1.1%	-0.2%	0.6%	-9%	1	.	.	10%
